Screening results: PubChem BioAssay, several laboratories
FID counter: fluorescent intercalator displacement, NS3 helicase counter-screen. DNA fluorescent intercalator displacement, fluorescence. inhibition, % at 7.9 µM. actives 0.17% (n = 290,000); in the data active means inhibition above about 37%;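 further: 0% = vehicle and 100% = reference compound; higher means more ethidium bromide displaced from hairpin DNA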
PfM18AAP inh: PfM18AAP enzyme inhibition | actives 1.2% (n = 290,000) | inhibition, % at 7.35 µM | AID 1822 | recombinant PfM18AAP, H-Glu-NHMec fluorogenic cleavage;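 active means inhibition above the campaign mean inhibition over all tested compounds plus 3 SD, cut at about 28% in these data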;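 further: 0% = plate median of test compound wells and 100% = 2 mM ZnCl2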
GPR7 antag: human neuropeptides B/W receptor 1 antagonism; GPR7-expressing cells, fluorescence antagonist assay; inhibition, % at 4.4 µM; actives 1.1% (n = 290,000); in the data active means inhibition above about 16%, passing the limit was not always enough;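 further: cells stimulated with the agonist NPW; 0% = agonist with vehicle and 100% = vehicle without agonist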
MEKK2 WT-MEK5: raises or lowers MEK5 binding to wildtype human MEKK2 PB1 domain. bead flow cytometry, Alexa488-MEK5 binding to MEKK2 WT; actives lie on both sides. actives 1.1% (n = 290,000). Q9Y2U5. binding response (% of control), % at 10 µM; in the data active means binding response below about 67% or above about 130%
NALP1 inh: blocks the NALP1 inflammasome reconstituted in yeast | inhibition, % at 10 µM | S. cerevisiae NALP1/ASC/caspase-1 growth, X-gal OD620, 72 h | actives 0.61% (n = 280,000) | AID 2071; in the data active means inhibition mostly above about 24%, no sharp cut-off; inactive means mostly below about 32%; further: some compounds called inactive have numbers as strong as hits
MEKK3 PB1 HTS: MEKK3-MEK5 PB1 interaction, increase or decrease; Q99759; bead-based flow cytometry, Alexa488-MEK5 binding to MEKK3; actives lie on both sides; 0 = blocked by unlabeled MEK5, 100 = vehicle; binding response (% of control), % at 10 µM; actives 1.4% (n = 290,000);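 active means binding response more than 3 SD above or below the average of its plate-row segment, actives on both sides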;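 further: Alexa488 bead fluorescence after subtracting the streptavidin-only scavenger bead signal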
Target sequence (Q99759 whole entry, looked up): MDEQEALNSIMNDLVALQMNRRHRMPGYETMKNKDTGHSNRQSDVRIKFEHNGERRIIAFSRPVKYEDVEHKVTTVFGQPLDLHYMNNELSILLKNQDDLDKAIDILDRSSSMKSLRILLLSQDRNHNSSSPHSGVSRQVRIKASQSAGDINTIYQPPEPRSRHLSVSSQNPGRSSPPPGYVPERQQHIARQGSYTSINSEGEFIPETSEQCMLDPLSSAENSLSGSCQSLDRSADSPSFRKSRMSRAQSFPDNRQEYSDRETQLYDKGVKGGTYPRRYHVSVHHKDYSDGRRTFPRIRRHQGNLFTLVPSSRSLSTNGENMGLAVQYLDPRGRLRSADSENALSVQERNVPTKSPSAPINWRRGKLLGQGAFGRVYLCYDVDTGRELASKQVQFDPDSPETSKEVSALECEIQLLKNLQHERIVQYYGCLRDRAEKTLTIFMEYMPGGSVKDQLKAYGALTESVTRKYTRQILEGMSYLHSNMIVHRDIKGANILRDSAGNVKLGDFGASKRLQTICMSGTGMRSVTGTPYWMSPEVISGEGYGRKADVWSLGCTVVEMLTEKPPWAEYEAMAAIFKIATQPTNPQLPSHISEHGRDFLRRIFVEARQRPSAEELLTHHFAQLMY
MEKK2 mut-MEK5: signal of MEK5 binding to mutant human MEKK2 PB1 domain | bead flow cytometry, Alexa488-MEK5 binding to MEKK2 mutant | percent response, % at 10 µM | actives 0.35% (n = 290,000) | AID 1530; in the data active means percent response above about 24%, passing the limit was not always enough; further: inactives centre near 1; some results filed as inactive read as strong as hits; reference of the scale not given here
PHOSPHO1 block: PHOSPHO1 (human) inhibition; recombinant PHOSPHO1, absorbance phosphatase assay; inhibition, % at 13.3 µM; actives 1.1% (n = 290,000); AID 1565; in the data active means inhibition above about 60%
OXTR agonist: human OXTR agonism | P30559 | CHO-OTR cells, Fluo-8 calcium fluorescence; normalized: DMSO 0%, oxytocin 100% | activation, % at 3 µM | actives 0.32% (n = 320,000) | AID 2435;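 active means activation above the mean of all tested compounds plus 3 SD, cutoff set per screening run, cut at about 20% in these data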;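 further: peak over basal fluorescence ratio from a 100 s FLIPR kinetic read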
Target sequence (P30559 whole entry, looked up): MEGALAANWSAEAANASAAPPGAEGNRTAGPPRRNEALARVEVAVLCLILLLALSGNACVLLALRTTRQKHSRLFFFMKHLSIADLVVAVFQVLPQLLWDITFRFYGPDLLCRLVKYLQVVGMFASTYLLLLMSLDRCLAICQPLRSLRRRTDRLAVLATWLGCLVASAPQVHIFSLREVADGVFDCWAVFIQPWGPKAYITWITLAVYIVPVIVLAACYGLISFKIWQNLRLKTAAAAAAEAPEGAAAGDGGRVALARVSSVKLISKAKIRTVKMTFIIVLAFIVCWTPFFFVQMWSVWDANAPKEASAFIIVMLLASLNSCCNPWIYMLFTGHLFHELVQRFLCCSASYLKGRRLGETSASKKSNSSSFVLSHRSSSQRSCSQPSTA
* hit, by the source's call; nt = no result given; [ ] = remark or other dose.

The opening 3 entries, ahead of the listing:
SMILES	FID counter	PfM18AAP inh	GPR7 antag	MEKK2 WT-MEK5	NALP1 inh	MEKK3 PB1 HTS	MEKK2 mut-MEK5	PHOSPHO1 block	OXTR agonist
Cc1ccc(OCc2cc(C(=O)N(C)CCc3nc4ccccc4[nH]3)no2)cc1C	-14	3	-9	96	6	97	-7	-2	nt
COc1ccccc1CN1CCNC(=O)C1CC(=O)NCCOc1cccnc1 (stereo unspecified)	-6	1	-20	92	12	89	-9	35	0.3
O=C(CC(=O)Nc1cccc(Cl)c1Cl)Nc1cccc(Cl)c1Cl	-2	-9	-3	102	16	101	5	31	-0.7

Results (from the top)
SMILES	FID counter	PfM18AAP inh	GPR7 antag	MEKK2 WT-MEK5	NALP1 inh	MEKK3 PB1 HTS	MEKK2 mut-MEK5	PHOSPHO1 block	OXTR agonist
Cc1ccc(OCc2cc(C(=O)N(C)CCc3nc4ccccc4[nH]3)no2)cc1C	-14	3	-9	96	6	97	-7	-2	nt
COc1ccccc1CN1CCNC(=O)C1CC(=O)NCCOc1cccnc1 (stereo unspecified)	-6	1	-20	92	12	89	-9	35	0.3
O=C(CC(=O)Nc1cccc(Cl)c1Cl)Nc1cccc(Cl)c1Cl	-2	-9	-3	102	16	101	5	31	-0.7
C=CCN(CC(=O)Nc1c(C)cccc1CC)C(=O)SCCC	-16	2	27*	95	15	81*[inhibitor]	-9	8	-2.8
COc1ccc(/C=N/OCC(=O)Nc2ccc3c(c2)OCO3)c(OC)c1	-7	-11	11	93	-3	95	-3	-24	0.0
Cc1nnc(N/N=C/c2cccc(OCc3ccc(Cl)c(Cl)c3)c2)n1N	0	49*	-5	90	2	90	6	-12	0.4
Cc1cc(N/N=C/c2ccco2)c2ccccc2n1	-3	-1	-15	84	26	92	-9	28	-0.7
COc1ccccc1S(=O)(=O)CC(O)COc1ccc(C#N)cc1 (stereo unspecified)	9	-5	-1	99	6	97	0	-5	2.3
O=C(Nc1ccc2oc(-c3ccccc3F)nc2c1)c1ccc2c(c1)OCCO2	-18	1	-15	101	18	107	4	42	0.6
COCCNc1oc(-c2ccc(F)cc2)nc1C#N	3	0	-8	104	-2	103	12	29	1.1
O=C1N(c2ccccc2)C(=Nc2ccccc2)SC12CC2	-10	-3	-6	97	nt	95	0	32	-3.5
O=C(NN=C1CCCCCCC1)c1ccc(F)cc1	-6	-1	-4	102	17	106	3	-4	-0.2
O=C(CCc1ccccc1)Nc1ccc(F)cc1F	2	12	-2	93	25	101	0	1	-1.3
Cc1ccc(-c2nc(-c3ccccc3)no2)cc1	-3	4	1	nt	5	nt	nt	7	0.9
CCOC(=O)N1CCC(NC(=O)Cn2nc(-c3ccccc3)ccc2=O)CC1	-12	2	4	98	-9	99	1	26	1.3
CC(=O)NCCC1CCCCN1Cc1nc(Cc2cccc(C(F)(F)F)c2)no1 (stereo unspecified)	-29	0	-5	101	8	102	4	22	-0.4
O=C(C1=C[C@@H](c2ccc(Br)cc2)C[C@@H](OCc2ccc(CO)cc2)O1)N1CCN(Cc2ccc3c(c2)OCO3)CC1	-15	2	-1	110	-12	103	7	28	2.4
CCOc1cc(C(=O)OCC(=O)Nc2c(C)cccc2C)ccc1OCC(=O)N1CCOCC1	-19	4	-14	101	31	101	-2	4	0.2
Cc1ccc(CC(=O)Nc2ccc(C(=O)N3CCCCC3)cc2)cc1	-39	-4	2	107	23	99	2	-42	4.6
COc1ccc(CNC(=O)Nc2cccc(C)c2)cc1	-1	8	-4	124	-17	120	6	7	-2.1
Oc1csc(Cc2nc(-c3ccc(-c4ccccc4)cc3)cs2)n1	-4	0	6	97	8	101	1	22	0.0
CCc1ccc(C(C(=O)NCc2ccc(OC)cc2)N(CCOC)C(=O)Cc2cccs2)cc1 (stereo unspecified)	-35	-1	-6	95	14	96	-7	8	3.7
CCOC(=O)N1CCC(N2C(=O)c3ccccc3C2Nc2cccnc2)CC1 (stereo unspecified)	-21	3	7	114	nt	115	7	5	-1.1
COc1ccc(-c2nc(CN3CCN(c4ncnc5ccccc45)CC3)c(C)o2)c(OC)c1	-22	1	-10	96	9	102	-4	64*	4.5
C(=N\N(c1ccccc1)c1ccccc1)/c1ccc2c(c1)OCO2	3	5	-9	94	3	100	2	52	-1.2

Next results
SMILES	FID counter	PfM18AAP inh	GPR7 antag	MEKK2 WT-MEK5	NALP1 inh	MEKK3 PB1 HTS	MEKK2 mut-MEK5	PHOSPHO1 block	OXTR agonist
CCOC(=O)c1ccc(Oc2nc(OC)nc(N(C)C)n2)cc1	-15	-2	-6	111	17	113	6	12	-0.5
Cc1cc(NC(=O)CCC(=O)N(Cc2ccccc2)C2(C(=O)NC3CCCCC3)CCCC2)no1	-6	-18	-3	93	-1	96	-6	29	-1.3
CN(C)/C=N/S(=O)(=O)c1cccn1-c1ncc(C(F)(F)F)cc1Cl	-3	-1	-12	106	10	105	11	42	0.0
O=C(Nc1ccc(F)cc1)c1cc(Cl)sc1Cl	-3	2	2	88	11	97	-10	6	-2.9
Cc1cccc(C)c1NC(=S)Nc1ccc(Cl)c(Cl)c1	3	0	4	102	-1	106	4	34	12
CC(C)(C)OC(=O)N1CCC(C(=O)N[C@@H](Cc2ccccc2)C(=O)O)CC1	-23	-2	-7	110	13	103	8	-5	1.1
Cc1ccc(NC(=O)c2ccccc2-c2ccc(C(F)(F)F)cc2)cc1S(=O)(=O)N1CCOCC1	-15	-9	-2	97	18	100	-2	12	2.4
O=C(Oc1cccc(/C=N/Nc2nc(N3CCOCC3)nc(N3CCOCC3)n2)c1)c1ccco1	-11	9	-17	105	0	97	2	4	-1.3
Cc1oc(-c2cccs2)nc1CN1CCC(C(=O)N2CCCC2)CC1	-6	2	-6	100	-1	101	2	52	0.0
CC(C(=O)NC1CCCC1)N(C(=O)c1snc(C(N)=O)c1N)c1ccc2c(c1)OCCO2 (stereo unspecified)	-16	1	2	97	13	98	-3	10	-1.5
C=CCOC(=O)CCCC(=O)NC1CCCCC1	2	0	-8	95	nt	92	-5	6	0.4
O=C(COC(=O)Cc1ccc(S(=O)(=O)N2CCOCC2)s1)NCc1ccccc1	-15	-1	-7	102	5	99	2	30	0.2
COc1cc2c(cc1OC)C(C)N(C(=O)c1nccnc1C(=O)O)CC2 (stereo unspecified)	4	-20	-14	94	32	93	-8	16	-0.5
CCc1nonc1NC(=O)c1oc2c(C)c(C)ccc2c1C	-25	1	-34	101	10	99	1	22	-2.6
CC(=O)N/C(=C/c1ccc(Cl)cc1)C(=O)NCCc1c[nH]c2ccccc12	-9	0	-3	nt	9	nt	nt	15	0.2
NC(=S)Nc1cccc(F)c1	0	3	-15	100	-17	104	6	39	-0.2
CSc1nnc(C2CCCN2)n1C (stereo unspecified)	5	-4	8	100	0	97	-2	19	0.5
Fc1ccc(OCCCCN2CCOCC2)cc1	5	-10	-15	106	-19	105	14	-1	1.2
O=C(COC(=O)c1ccccc1Nc1ccccc1)c1ccccc1	-3	2	2	100	12	100	3	57	3.6
O=C(O)c1cccc(Nc2ncnc3c2cnn3-c2ccccc2)c1	-19	-2	3	100	9	96	0	12	-0.2
NS(=O)(=O)c1ccc(NC(=O)c2cccc(Cl)c2)cc1	2	4	1	97	1	99	2	3	0.5
Cc1onc(-c2ccccc2)c1CNC(=O)Nc1ccc(F)cc1F	0	1	-7	108	12	110	8	21	-1.6
CCOc1ccc(-n2c(SCC(=O)NCc3ccco3)nc3c(c2=O)SCC3)cc1	-13	7	-15	116	2	104	2	6	-1.4
Cc1nc(SCC(=O)c2cccc([N+](=O)[O-])c2)n[nH]1	3	-4	1	98	43	101	-3	7	1.9
CCN1CCN(C(=O)c2cccc(OC3CCN(S(C)(=O)=O)CC3)c2)[C@@H](C)C1=O	-13	-7	-1	108	29	104	8	32	-1.1

More structures
SMILES	FID counter	PfM18AAP inh	GPR7 antag	MEKK2 WT-MEK5	NALP1 inh	MEKK3 PB1 HTS	MEKK2 mut-MEK5	PHOSPHO1 block	OXTR agonist
O=c1c2ccccc2nc(SCc2ccncc2)n1CC1CCCO1 (stereo unspecified)	-25	3	-8	101	-4	103	4	-10	-1.7
O=C(c1ccc2[nH]c(=O)c(=O)[nH]c2c1)N1CCc2ccccc2C1	-16	3	4	100	13	101	-8	-16	2.9
Cn1c(=O)cc(OCC(=O)Nc2ccccn2)c2ccccc21	-7	0	-10	97	-18	97	-7	17	0.3
Cc1ccc(S(=O)(=O)NC(=O)Nc2cc(C)ccc2F)cc1	5	-8	-10	101	10	85	4	3	0.8
CC(C)N(c1nnc(N)s1)C(C)C	-1	0	-3	96	-88	92	-4	-3	0.6
CCCCn1c(SCC(=O)Nc2cc(C)on2)nc2ccsc2c1=O	0	1	-12	101	28	99	4	-15	-0.1
Cc1ccccc1NC(=S)N1CCCC(c2nc3ccccc3[nH]2)C1 (stereo unspecified)	-7	2	-5	98	-10	87	-3	-19	-1.0
CC1CCc2sc3ncnc(N4CCOCC4)c3c2C1 (stereo unspecified)	-24	8	-7	99	4	103	2	6	-2.2
Cc1c(-c2ccc(Br)cc2)[n+](=O)c2c(n1[O-])CCCCC2	-3	-5	-4	100	28	100	0	25	0.0
O=C(COc1ccc2ccccc2c1)N/N=C/c1ccccn1	-18	3	-5	99	4	110	-6	45	2.7
Cc1cc(C)cc(SCc2noc(C(=O)NC(C)C)c2C(=O)O)c1	-31	2	-9	100	-8	100	2	33	-1.5
O=C(CNC(=O)c1ccccc1F)NCCc1ccc(Cl)cc1	-9	2	-11	106	4	106	15	37	-0.1
CCN1CCN(C(c2cccs2)C(C)NC(=O)C(=O)N2CCCCC2)CC1 (stereo unspecified)	2	6	4	102	18	100	0	33	0.0
CC(=O)Nc1ccc(S(=O)(=O)N2CCN=C2SCc2ccccc2C)cc1	-10	2	-7	108	12	101	7	10	8.1
COc1cc(OC)cc(C(=O)N/N=C/c2ccc(OC)c(COc3ccc(F)cc3)c2)c1	-7	7	22	nt	24	nt	nt	8	0.2
CC(=O)NC(CC(=O)Nc1nccs1)c1ccccc1 (stereo unspecified)	-2	-6	2	78	10	76	-17	6	0.4
CN(C)CCCCNCCCNC(=O)/C=N\O	4	4	5	102	6	106	-2	0	-0.2
COc1ccccc1C(=O)NNC(=O)C(=O)NC(C)C	4	10	-10	83	-4	89	-8	6	-0.3
O=C(CN1CCN(C(=O)c2ccccc2)CC1)Nc1ccc(Cl)cc1F	-36	5	-7	112	6	106	18	3	0.9
CCCn1c(O)c(CN2CCCC(C)C2)c(C)c(C#N)c1=O (stereo unspecified)	-12	6	7	95	2	97	-1	0	0.1
Cc1ccc(N(C(=O)CNC(=O)c2ccco2)C(C(=O)NCC2CCCO2)c2ccccc2)cc1 (stereo unspecified)	-32	-3	-3	97	11	99	-5	-6	-0.8
CN1CCC(=O)N([C@H](CC#N)c2ccccc2)CC1	-6	-3	-6	97	4	99	1	15	0.6
Cc1cccc(N2CCN(C(=O)c3ccncc3)CC2C)c1 (stereo unspecified)	-4	0	-3	97	8	98	-7	-16	0.7
O=P(O)(O)c1ccccc1OCCOCCOCCOCCOc1ccccc1P(=O)(O)O	-4	2	-23	99	10	102	2	2	-0.1
Cc1ccc2cc(/C=N/NC(=O)CN3CCOCC3)c(Cl)nc2c1	-2	2	-12	nt	41	nt	nt	18	0.0
O=C(/C=C/c1ccc2c(c1)OCO2)Nc1nc2ccc(F)cc2s1	-4	-10	-4	93	nt	97	3	35	0.7
O=C1CCCC(=O)N1c1ccc(F)cc1	-6	-9	-13	107	7	105	8	nt	-0.4
COc1ccccc1N1CCN(C(=O)/C=C/c2c(Cl)nc3ccccn23)CC1	-26	2	-16	103	24	104	3	38	1.0
CC1CC(=O)Nc2ccccc2N1C(=O)Nc1ccc(F)cc1 (stereo unspecified)	-2	-8	-5	104	20	97	-6	-5	0.2

2 entries picked at random from those above:
SMILES	FID counter	PfM18AAP inh	GPR7 antag	MEKK2 WT-MEK5	NALP1 inh	MEKK3 PB1 HTS	MEKK2 mut-MEK5	PHOSPHO1 block	OXTR agonist
CN1CCC(=O)N([C@H](CC#N)c2ccccc2)CC1	-6	-3	-6	97	4	99	1	15	0.6
CC(=O)Nc1ccc(S(=O)(=O)N2CCN=C2SCc2ccccc2C)cc1	-10	2	-7	108	12	101	7	10	8.1
